# Assay outcomes from PubChem BioAssay.
# IDH1 R132H inh: blocks human mutant IDH1 R132H enzyme | AID 602179 | 0.093% of 390,000 active | IDH1-R132H enzyme, NADPH consumption, diaphorase/resazurin fluorescence | Potency, µM (series often up to 76.6 µM), without a hit: at the highest dose activity change, negative = inhibition, usual class: inhibitors; note: potency is the fitted concentration of half-maximal effect; % is set by controls: 0 for no effect and ±100 for the full control effect; nearly all actives have a fitted effect of over 65% in size
# Target sequence (O75874 whole entry R132H, stated change not applied): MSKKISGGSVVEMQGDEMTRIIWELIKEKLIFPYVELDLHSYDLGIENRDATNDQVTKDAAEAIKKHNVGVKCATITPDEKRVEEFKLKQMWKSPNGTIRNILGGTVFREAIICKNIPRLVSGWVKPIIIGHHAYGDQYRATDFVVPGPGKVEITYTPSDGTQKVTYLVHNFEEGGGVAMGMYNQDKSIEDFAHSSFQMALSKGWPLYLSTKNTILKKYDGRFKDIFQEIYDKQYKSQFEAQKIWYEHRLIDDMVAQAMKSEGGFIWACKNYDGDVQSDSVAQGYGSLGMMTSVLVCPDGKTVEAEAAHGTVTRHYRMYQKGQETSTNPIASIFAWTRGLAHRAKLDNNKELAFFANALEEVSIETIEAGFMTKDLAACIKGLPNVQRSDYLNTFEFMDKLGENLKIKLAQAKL
#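 IDH1-R132H (0.5 ug/mL) preincubated 30 min with compound, then NADPH (0.016 mM) and alpha-KG (2 mM) added; 80 min at RT, pH 7.5. Remaining NADPH coupled via diaphorase/resazurin to fluorescence (540/590 nm); concentration-response curves normalized to no-enzyme control.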
# LDHA block: inhibitors of human lactate dehydrogenase A. 0.15% of 480,000 active. P00338. activity change, % (values are at about 110 or 230 µM). purified LDHA, NADH/diaphorase-resazurin fluorescence; stronger effect = lower value; in the data active = activity change below about -30%; inconclusive = mostly about -25% to -30%;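 note: plate controls were DMSO wells for no effect and wells without enzyme for full effect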
#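 Enzyme activity of human lactate dehydrogenase 5 (2 nM; 0.06 mM NADH, 0.2 mM pyruvate, 5 min, RT) is measured via a resazurin/diaphorase fluorescence readout of residual NADH.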
# rTrxR1 inhibitor: blocks rat thioredoxin reductase 1; recombinant rTrxR1, NADPH fluorescence consumption, selenite substrate; Potency, µM (top dose mostly 114 µM), inactives show top-dose activity change, negative = inhibition, actives largely listed as inhibitors; 1% of 390,000 active; note: potency is the fitted concentration of half-maximal effect; % is set by controls: 0 for no effect and ±100 for the full control effect; nearly all actives have a fitted effect of over 65% in size
#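 Rat TrxR1 (90 nM in the dispensed reagent) was pre-reduced with 400 uM NADPH for 5 min at room temperature, then incubated with compound for 15 min. After 400 uM selenite was added, NADPH fluorescence (Ex 340/Em 450 nm) was followed for 8 min.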
# RGS4 inh: blocks human RGS4-accelerated GTP hydrolysis | P49798 | Transcreener GDP fluorescence polarization, RGS4-accelerated GTP hydrolysis | Potency, µM (doses to about 114 µM), inactives show top-dose activity change, negative = inhibition, actives largely listed as inhibitors | 0.039% of 390,000 active | AID 504845; note: potency is the fitted concentration of half-maximal effect; % is set by controls: 0 for no effect and ±100 for the full control effect; nearly all actives have a fitted effect of over 75% in size; some results filed as inactive show a strong effect at the top dose
# Target sequence (P49798 whole entry, looked up): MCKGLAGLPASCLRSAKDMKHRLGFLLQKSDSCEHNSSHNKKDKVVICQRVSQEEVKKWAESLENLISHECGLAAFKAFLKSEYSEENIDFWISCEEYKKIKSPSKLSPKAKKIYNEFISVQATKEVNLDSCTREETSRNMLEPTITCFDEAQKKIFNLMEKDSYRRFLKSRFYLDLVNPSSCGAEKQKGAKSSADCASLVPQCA
#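 MLSMR compounds (23 nl, pin-transferred) preincubated 10 min at room temperature with a 500nM (2x) first reagent, then RGS4 at 900nM (2x) plus Transcreener GDP mix added; fluorescence polarization (620/688 nm) read before and after 90 min at 30 °C.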
# Glioma ERSR ind: inducers of ER stress response in human glioma cells; U87-MG GRP78 promoter luciferase reporter, 16 h; Potency, µM, without a hit: top-dose activation, most hits filed as activators; 0.02% of 420,000 active; AID 602332; note: potency is the fitted concentration of half-maximal effect; series mostly up to about 76 µM; % of control where 0% means no effect; nearly all actives have a fitted effect of over 35% in size
#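 Stably transfected U87-MG glioma cells carrying a GRP78-based luciferase sensor; 16 h compound incubation. Luminescence end-point read 10 min after Bright-Glo addition at room temperature.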
# USP1-UAF1 inh: inhibitors of human USP1/UAF1 deubiquitinase | O94782 | recombinant USP1/UAF1, Ub-Rhodamine cleavage fluorescence | Potency, µM (titrated, usually from 57.1 µM), for inactives: top-dose activity change, negative = inhibition, most hits filed as inhibitors | 0.23% of 390,000 active; note: potency is the fitted concentration of half-maximal effect; % is set by controls: 0 for no effect and ±100 for the full control effect; nearly all actives have a fitted effect of over 60% in size; inactives centre near -12
#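 USP1/UAF1 complex at 1 nM was preincubated with compound for 15 min at room temperature, then Ub-Rho substrate (150nM final) was added. Fluorescence (480/540 nm) was read kinetically, 6 reads every 60 seconds.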
# TrxR1 substrate: substrates of rat thioredoxin reductase 1; purified TrxR1 substrate turnover, NADPH consumption readout; Potency, µM (top dose mostly 114 µM), for inactives: at the highest dose activity change, negative = substrate turnover; 0.01% of 390,000 active; note: potency is the fitted concentration of half-maximal effect; % is set by controls: 0 for no effect and ±100 for the full control effect; nearly all actives have a fitted effect of over 50% in size
#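 Rat TrxR1, dispensed at 90 nM, was prereduced with 400 uM NADPH (final) for 5 min at ~22 deg C, then incubated with compound 15 min before 400 uM selenite. A first-read NADPH fluorescence drop versus no-compound background flagged substrates.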
# Vif-A3G inh: blocks the Vif interaction with human APOBEC3G | Q9HC16 | HeLa A3G-eYFP + Vif (tagged APOBEC3G with the HIV-1 protein that degrades it), YFP fluorescence, overnight | Potency, µM (highest dose often 46.1 µM), inactives show at the highest dose activity, negative = active, hits mostly inhibitors | 0.076% of 410,000 active | AID 602310;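 note: potency is the fitted concentration of half-maximal effect; % is set by controls: 0 for no effect and ±100 for the full control effect; nearly all actives have a fitted effect of over 60% in size; hits raise eYFP signal because A3G escapes Vif-driven loss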
# Target sequence (Q9HC16 whole entry, looked up): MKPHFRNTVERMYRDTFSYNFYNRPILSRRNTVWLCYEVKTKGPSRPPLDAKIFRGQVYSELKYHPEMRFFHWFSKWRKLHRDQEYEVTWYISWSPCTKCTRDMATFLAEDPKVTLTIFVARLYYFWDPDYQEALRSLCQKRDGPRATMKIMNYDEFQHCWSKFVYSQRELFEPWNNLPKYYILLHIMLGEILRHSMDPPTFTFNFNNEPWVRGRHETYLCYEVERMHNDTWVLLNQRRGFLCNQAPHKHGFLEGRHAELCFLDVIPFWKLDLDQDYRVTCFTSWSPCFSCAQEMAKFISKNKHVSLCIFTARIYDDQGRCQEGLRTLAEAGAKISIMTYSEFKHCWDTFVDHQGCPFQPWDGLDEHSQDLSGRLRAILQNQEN
#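 HeLa cells stably expressing Vif and C-terminally eYFP-tagged A3G, seeded overnight at 37 deg C, then exposed to compound by pintool overnight at 37 deg C. Rise in yellow fluorescence (Ex 488/Em 500-530, Acumen) marks blocked Vif-driven A3G degradation.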
# Vif-APOBEC3F blk: inhibitors of Vif-A3F interaction. HeLa A3F-eYFP + Vif (tagged APOBEC3F with the HIV-1 protein that degrades it), YFP fluorescence increase. Potency, µM (series often up to 46.1 µM), for inactives: top-dose activity, negative = active. 0.2% of 390,000 active; note: potency is the fitted concentration of half-maximal effect; % of control where 0% means no effect; nearly all actives have a fitted effect of over 65% in size
#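 Fluorescence increase (Ex 488/Em 500-530) after overnight compound treatment at 37 deg C flags inhibition of Vif-driven A3F-eYFP loss in stable HeLa A3F-eYFP/Vif cells seeded overnight beforehand.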
# * hit, by the source's call; ? = inconclusive; / = no result given; & = joins results of further samples; [ ] = remark or other dose. Unless noted, calls come from the whole dose curve; as a rule, active = well fitted curve in the direction sought with a large enough effect; inconclusive = small, poorly fitted or top-dose-only effect, or another doubt; inactive = no such curve, though single readings can be large; an effect the other way counts as inactive or inconclusive. These rows are one share of the data. The share of hits here may be higher or lower than overall.
SMILES,IDH1 R132H inh,LDHA block,rTrxR1 inhibitor,RGS4 inh,Glioma ERSR ind,USP1-UAF1 inh,TrxR1 substrate,Vif-A3G inh,Vif-APOBEC3F blk
Cc1ccc(CS(=O)Cc2ccc(C(=O)NCc3ccccc3Br)o2)cc1 (stereo not given),4%,-2&-1,-11%,4%,-2%,-16%,-6%,0%,-18%
CSCc1c(C(=O)OCC(=O)c2ccc[nH]2)oc2ccccc12,5%,6,?,-33%,1%,-6%,-16%,0%,-2%
O=C(C1CCCC1)N1CCC(CO)(Cc2ccccc2Cl)CC1,11%,-6,-6%[57.1 µM],-20%,-3%,1%,-2%[57.1 µM],-1%,-1%
Cc1ccc(NC(=S)c2ccc(N(C)C)cc2)cc1,0%,-6,-2%,-23%,2%,-3%,-2%,2%,3%
O=C1C=C(c2cccs2)C[C@H](c2ccccc2)[C@H]1n1nnc([N+](=O)[O-])n1,12%,14,-31%,11%,-5%,-1%,-13%,-14%,-9%
Cc1nnc(SC(C)C(=O)Nc2ccc3ccccc3c2)n1C (stereo not given),-7%,-2,6%,18%,-6%,-2%,-1%,-6%,2%
Cc1c(Cl)cccc1NC(=O)CC1SC(=NCC2CCCO2)NC1=O (stereo not given),10%,-1,?,6%,0%,-15%,-12%,1%,-11%
COc1ccc(CNC(=O)CN2CCN(c3ccccc3O)CC2)cc1OC,12%,-1,35%[activator],-5%,-7%,-12%,9%,3%,-1%
CC1(C)C/C(=N\O)C(C(O)c2cccc([N+](=O)[O-])c2)C(C)(C)N1 (stereo not given),-5%,-7,3%[57.1 µM],-5%,0%,8%,-1%[57.1 µM],2%,-4%
Cc1ccc(Nc2c(F)c(F)c(F)c(F)c2C(=O)O)cc1,-2%,0,-2%,-2%,-1%,-18%,-2%,-11%,5%
COc1ccc(C(CC(=O)NCCCN2CCOCC2)NS(=O)(=O)c2ccc(C)cc2)cc1 (stereo not given),-2%,-8,9%[57.1 µM],-8%,-2%,-13%,5%[57.1 µM],2%,3%
Cc1nc2ccccn2c1-c1csc(NCc2ccco2)n1,-2%,5,16%,?,-1%,-22%,12%,-2%,/
COc1ccc(N(Cc2ccccc2)S(=O)(=O)c2cccc(C(=O)Nc3ccccn3)c2)cc1,9%,-6,21%,8%,-1%,-5%,-1%,-15%,10%
Nc1cccc2c1C(=O)N(C(=O)c1ccco1)C2=O,14%,-7,0%,5%,-3%,-10%,2%,2%,15%
CCOC(=O)C1=C(CN(CC)Cc2ccccc2)NC(=O)NC1c1ccc(OC)cc1 (stereo not given),0%,-11,15%,12%,-1%,?,-10%,7%,0%
O=S1(=O)NC(c2ccccc2)CC(CC2CCCCC2)O1 (stereo not given),1%,-2,16%,15%,-2%,-23%,-7%,-2%,-13%
O=C(CCc1ccc(S(=O)(=O)N2CCOCC2)cc1)OCc1nc2ccccc2s1,1%,2,5%,-6%,-4%,-10%,-2%,1%,4%
Cc1cc(=O)n(C)c2ccccc12,7%,-2,9%[11.4 µM],10%,-1%,-18%,2%[11.4 µM],-7%,4%
COc1ccc(NC(=O)c2ccc3c(=O)n(-c4ccc(OC)cc4OC)c(=S)[nH]c3c2)cc1,-2%,-14,-13%[57.1 µM],8%,-3%,-19%,1%[57.1 µM],5%,3%
Cc1ccn2c(c1)nc(=O)c1cc(S(=O)(=O)N3CCC(C)CC3)ccc12,-2%,-2,16%,24%[11.4 µM],-3%,-23%,128%[activator],-1%,-7%
CC(=O)N1CCN(C(=O)c2ccc3c(c2)OCO3)CC1,1%,-4,22%,-2%,0%,?,7%,1%,-1%
Cn1cc(CC(=O)NCCCN2CCOCC2)c2ccccc21,-7%,-3,14%,19%,5%,-4%,9%,-1%,1%
CCOC(=O)CSCc1cn2cc(Cl)ccc2n1,5%,0,4%,-7%,-3%,-6%,1%,1%,-3%
C#CCOCCOCCOCCNc1nc(N2CCN(C(=O)Cn3cc(CCCN=C(N)N)nn3)CC2)nc(N2CCN(C(=O)[C@H]([C@@H](C)CC)n3cc(CCCCN)nn3)CC2)n1,2%,-1,15%,12%,-3%,-11%,0%,1%,-9%
O=C(Cn1cnc2ccccc2c1=O)NCC(=O)N1CCN(c2ccccn2)CC1,3%,-5,24%,24%,-3%,7%,12%[57.1 µM],-1%,-8%

# Just USP1-UAF1 inh and Vif-APOBEC3F blk, for some of the entries so far:
compound	USP1-UAF1 inh	Vif-APOBEC3F blk
COc1ccc(CNC(=O)CN2CCN(c3ccccc3O)CC2)cc1OC	-12%	-1%
CC1(C)C/C(=N\O)C(C(O)c2cccc([N+](=O)[O-])c2)C(C)(C)N1 (stereo not given)	8%	-4%

# Additional records follow:
SMILES,IDH1 R132H inh,LDHA block,rTrxR1 inhibitor,RGS4 inh,Glioma ERSR ind,USP1-UAF1 inh,TrxR1 substrate,Vif-A3G inh,Vif-APOBEC3F blk
O=C(CC12CC3CC(CC(C3)C1)C2)NCc1ccco1,1%,-7,22%,25%[11.4 µM],-4%,-8%,1%,-1%,1%
CCN(CC)C(=O)COc1ccc2oc(C)c(C(=O)OC)c2c1,8%,-6,2%,-16%[11.4 µM],-4%,-11%,7%[57.1 µM],7%,5%
S=C(NCCCN1CCOCC1)NC1CC1,-5%,-4,-3%,-17%,-4%,-11%,-6%,1%,-2%
COc1cc(CN2CCC(CO)(Cc3cccc(C(F)(F)F)c3)CC2)ccc1F,5%,2,-13%,15%,-4%,-24%,-6%,4%,-6%
CCCCCCC1C(C#N)=C(N)OC2=C1C(=O)CCC2 (stereo not given),-8%,-10,3%,-4%,-2%,-15%,-1%,0%,0%
CCCCN1CN(Cc2ccco2)CNC1=S,6%,-5,7%[57.1 µM],-13%,-3%,-23%,7%[57.1 µM],-1%,1%
Cn1cc(C(=O)c2cccc(Cl)c2Cl)cc1C#N,9%,-8,23%[11.4 µM],36%,-6%,2%,7%[11.4 µM],-2%,1%
O=C(NCc1ccccc1Cl)C1CCCN(S(=O)(=O)c2cccc3nsnc23)C1 (stereo not given),0%&-3%,-8&-8,19%&7%,2%&-32%,?,-22%&-19%,-2%,-2%&2%,0%&2%
CC(c1ccco1)N(C(=O)c1ccccc1NS(=O)(=O)c1ccc(Cl)cc1)c1ccccn1 (stereo not given),6%,-3,?,6%,-3%,-10%,-7%,-5%,-2%
COc1ccccc1C1(O)C(=O)Nc2ccc(C)cc21 (stereo not given),-3%,-8,-14%[57.1 µM],8%,1%,-8%,2%[57.1 µM],2%,-7%
C#CCOc1nc(Nc2cccc([N+](=O)[O-])c2)nc(OCC#C)n1,1%,-9,14%,4%,-3%,-21%,-1%,2%,11%
CCOC(=O)c1ccc(NCC(O)COc2ccccc2)cc1 (stereo not given),4%,-5,20%[57.1 µM],?,3%,-25%,8%[57.1 µM],-12%,3%
Cc1ccc(NC(=O)c2ccco2)c(NC(=O)c2ccc(Cl)cc2)c1,-2%,-2,12%[57.1 µM],33%,-5%,-29%,3%[57.1 µM],-1%,-5%
Cc1cc(NC(=O)COC(=O)C2CCN(S(=O)(=O)c3ccccc3)CC2)c([N+](=O)[O-])cc1C,1%,-10,-2%,3%,-2%,-12%,-10%,0%,-2%
O=S(=O)(CCc1nnc(-c2ccc(Br)cc2)o1)c1ccc(Cl)cc1,4%,-7,-6%,-20%,-4%,-15%,-2%,-3%,6%
O=C(NCCN1CCCCC1)c1cc(Cl)ccc1Cl,1%,-7,11%[57.1 µM],-3%,-2%,3%,6%[57.1 µM],0%,6%
CC(C)(Oc1ccc(Cl)cc1)C(=O)Nc1ccncc1,2%,-2,-11%,12%,-2%,-12%,-14%,-2%,9%
Cn1ncc(C#N)c1NC(=O)C1CC(c2c(F)cccc2Cl)=NO1 (stereo not given),4%,2,19%,-22%,-3%,8%,8%,2%,-7%
CCCOc1ccc(NC(=O)CC2C(=O)N(c3ccc(OCC)cc3)C(=S)N2C2CC2)cc1 (stereo not given),-10%,-5,12%,-30%,-3%,-17%,1%,-10%,?
O=C(COC(=O)c1ccccc1O)NC(c1ccccc1)c1ccccc1,0%,-7,23%,-17%,3%,?,28%,0%,-7%
O=C(COc1ccc([N+](=O)[O-])cc1)NCc1ccncc1,1%,-1,7%[57.1 µM],?,-1%,0%,4%[57.1 µM],2%,-1%
COc1ccc(CCNS(=O)(=O)c2ccc(-c3ccc(=O)[nH]n3)o2)cc1OC,4%,0,-10%,-29%,-6%,-11%,0%,-2%,1%
O=C1c2ccccc2C(=O)N1Cc1cc(-c2ccccc2)no1,-8%,-8,?,13%,-3%,-12%,2%,-1%,0%
O=C(Nc1cccc2ccccc12)OC1C=CS(=O)(=O)C1 (stereo not given),9%,0,6%,-5%,-7%,-12%,1%,-13%,17%
CN(C)CCCNC(=O)c1ccc(-c2nc(-c3ccc(Cl)cc3)cs2)cc1,2%,1,-16%,0%,-14%,-20%,10%,2%,-1%
CC(C)N(Cc1cnn(C)c1)Cc1nc(Cc2ccccc2Cl)no1,-10%,-6,-16%,-9%,-5%,3%,-1%,-8%,5%
CC(=O)CSc1ccc(S(=O)(=O)N2CCN(C)CC2)cn1,17%,0,12%,-2%,-5%,-12%,-3%,-7%,-3%
O=C1NC(=S)SC1=Cc1ccccc1Br,4%,-18,-7%[57.1 µM],-34%,3%,-23%,6%[57.1 µM],-3%,5%
C[N+]1(CC(=O)OCCCc2ccccc2)CCCC1,8%,-10,20%,-1%,-6%,-5%,3%,0%,14%
